# Screening data: PubChem, Sanford-Burnham Center for Chemical Genomics
# MPTP block: mitochondrial permeability transition pore inhibitors, primary screen, biochemical, isolated mouse mitochondria, absorbance. Ca2+ swelling absorbance, 30 min. inhibition, % at 10 µM. 360,000 tested, 1.4% active;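 active = inhibition of 50% or more, scaled per plate between neutral and stimulator controls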;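 note: 0% = DMSO wells given calcium and 100% = 1 mM EGTA wells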
# hIAP act: human IAP activators, primary screen, biochemical, luminescence, uHTS. activation factor at 10 µM. Intestinal-type alkaline phosphatase (Homo sapiens), P09923. purified human IAP, CDP-Star luminescence, 30 min; stronger effect = higher value; 1 = vehicle-only enzyme, 0 = enzyme-free background. 330,000 tested, 0.16% active;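 active = activation factor of the enzyme at least 2-fold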; note: the source names both 10 and 20 µM as test concentration; values of inactives mirror those of a sister screen read the other way
# Target sequence (P09923 whole entry, looked up): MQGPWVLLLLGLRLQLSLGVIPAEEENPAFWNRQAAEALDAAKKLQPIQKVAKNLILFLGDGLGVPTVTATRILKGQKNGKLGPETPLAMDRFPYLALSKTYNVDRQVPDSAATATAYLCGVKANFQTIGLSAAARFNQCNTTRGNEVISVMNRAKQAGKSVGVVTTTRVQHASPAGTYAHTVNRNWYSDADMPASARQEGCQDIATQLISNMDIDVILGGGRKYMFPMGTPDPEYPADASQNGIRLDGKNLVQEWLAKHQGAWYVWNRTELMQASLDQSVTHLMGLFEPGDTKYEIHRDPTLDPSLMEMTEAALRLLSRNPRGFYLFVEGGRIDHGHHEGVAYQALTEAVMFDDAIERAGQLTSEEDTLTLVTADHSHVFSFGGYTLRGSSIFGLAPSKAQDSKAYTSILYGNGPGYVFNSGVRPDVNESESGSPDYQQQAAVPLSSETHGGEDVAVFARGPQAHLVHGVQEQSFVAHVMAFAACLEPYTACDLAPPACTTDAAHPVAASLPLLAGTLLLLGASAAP
# A3A deaminase: APOBEC3A ssDNA deaminase inhibitors, primary screen, selectivity assay for APOBEC3G inhibitor project, biochemical, FAM/TAMRA oligo cleavage fluorescence; recombinant A3A, FAM/TAMRA ssDNA deamination fluorescence; inhibition, % at 20 µM; 330,000 tested, 0.41% active; AID 493011, 2011;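 active = at least 40% inhibition at 20 µM here, with at most 30% in a related deaminase screen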;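 note: plate controls were A3A with DMSO for no effect and wells lacking A3A enzyme for full effect; some results filed as inactive read as strong as hits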
# Target sequence (P31941 whole entry, looked up): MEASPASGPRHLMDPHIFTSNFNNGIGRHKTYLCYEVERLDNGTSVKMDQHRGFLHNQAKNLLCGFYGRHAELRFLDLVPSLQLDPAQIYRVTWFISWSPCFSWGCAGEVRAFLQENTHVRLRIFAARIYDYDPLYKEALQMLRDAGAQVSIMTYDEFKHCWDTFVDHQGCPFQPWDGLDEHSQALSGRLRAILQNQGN
# hIAP block: human IAP inhibitors, primary screen, biochemical, luminescence, uHTS. 330,000 tested, 0.12% active. inhibition, % at 10 µM. purified IAP, CDP-Star luminescence, 30 min. Intestinal-type alkaline phosphatase (Homo sapiens), P09923;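 active = inhibition reaching a set limit with compound at 10 µM in the primary screen, cut at about 35% in these data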;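 note: plate controls were DMSO wells with enzyme for no effect and no-enzyme buffer wells for full effect; values of inactives mirror those of a sister screen read the other way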
# beta cell repl: inducers of MIN6 beta-cell proliferation, primary screen, ATP luminescence, uHTS; MIN6 cells proliferation, ATPlite luminescence, 48 h; cells starved in 0.2% serum; 100% = growth in 10% serum; proliferation, % at 10 µM; 330,000 tested, 0.29% active;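 active = compounds whose signal lies at least 3.5 SD above the mean of all wells on their plate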;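 note: 0% = DMSO-treated cells in low-serum medium and 100% = 10% serum control; some compounds called inactive have numbers as strong as hits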
# mIAP activ: activators of mouse IAP, primary screen, biochemical, luminescence, uHTS | intestinal alkaline phosphatase [Mus musculus] | muIAP, CDP-Star luminescence, 30 min; stronger effect = higher value; 1 = vehicle-only enzyme signal, 0 = enzyme-free wells | activation factor at 10 µM | 330,000 tested, 0.24% active | AID 2805, 2010;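 active = activation factor of at least 2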; note: the source names both 10 and 20 µM as test concentration; values of inactives mirror those of a sister screen read the other way
#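 also added = chemiluminescent substrate CDP-Star | test system = mouse IAP enzyme | signal = chemiluminescence readout | compound = DMSO-dissolved test compounds | incubation = 30 min at room temperature | benchmarks = DMSO wells, no-enzyme wells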
# APOBEC3G inh: APOBEC3G DNA deaminase inhibitors, primary screen, biochemical, fluorescence, single-stranded DNA substrate, uHTS; inhibition, % at 20 µM; DNA dC->dU-editing enzyme APOBEC-3G (Homo sapiens), Q9HC16; recombinant A3G, ssDNA deamination FAM/TAMRA fluorescence; AID 493012, 2011; 330,000 tested, 0.28% active;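 active = inhibition of at least 40% at 20 µM, with no more than 30% in the related APOBEC3A deaminase screen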;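 note: plate controls were DMSO wells with A3G for no effect and wells lacking A3G enzyme for full effect; some compounds called inactive have numbers as strong as hits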
# GRIN3A LBD mod: binders of NR3A ligand-binding domain, primary screen, biophysical, differential scanning fluorimetry, uHTS | Glutamate receptor ionotropic, NMDA 3A (GRIN3A) ligand-binding domain | 340,000 tested, 2.5% active | AID 1259313, 2017 | NR3A LBD differential scanning fluorimetry, Tm shift; 0% = protein alone, 100% = glycine-bound protein | Tm shift relative to glycine control, % at 25 µM;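 active = melting temperature shift of at least 10% of the positive control shift, at one fixed dose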
# mIAP block: inhibitors of mouse IAP, primary screen, biochemical, luminescence, uHTS | intestinal alkaline phosphatase [Mus musculus] | purified mouse IAP, CDP-Star luminescence, 30 min | inhibition, % at 10 µM | 330,000 tested, 0.2% active;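 active = inhibition of at least 40% at 10 µM in the primary screen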;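 note: plate controls were DMSO with enzyme for no effect and no enzyme wells for full effect; values of inactives mirror those of a sister screen read the other way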
# Active calls of the source: *; nt = no result given.
SMILES,MPTP block,hIAP act,A3A deaminase,hIAP block,beta cell repl,mIAP activ,APOBEC3G inh,GRIN3A LBD mod,mIAP block
Cc1onc(-c2ccccc2)c1C(=O)NC(C)C,-0.5,1.1,-2,-7,-1,1.1,-3,2,-5
CC1CCCCN1CCCNC(=O)Cn1c(=O)c2cccn2c2ccccc21 (stereo not given),-0.6,0.85,3,15,2,0.98,1,0,2
COc1ccc(-c2nnc(N3CCCCC3)c3ccccc23)cc1,-1.9,1.4,-5,-36,-3,0.97,-9,-2,2
CCCCc1ccc(CC(=O)O)cc1,-0.6,1.1,-1,-8,1,0.98,8,-3,2
COC(=O)c1cc(C(=O)NNC(=O)c2ccc3c(c2)OCO3)cc([N+](=O)[O-])c1,0.2,1,-3,-2,-4,1.1,-4,-1,-8
Cc1ccccc1COC(=O)c1cc([N+](=O)[O-])ccc1N1CCOCC1,-0.1,0.93,-4,7,4,0.84,-6,2,16
O=C(NNS(=O)(=O)c1ccc(Br)cc1)c1cccs1,-1.9,1.2,-2,-18,-1,0.99,-7,0,0
O=C(NCC(c1ccco1)N1CCCC1)c1ccc(Cl)cc1 (stereo not given),-2.1,0.98,0,2,3,1.1,2,1,-14
c1ccc(COc2ccc(-c3csnn3)cc2)cc1,2.1,1,-1,-5,4,0.96,-8,6,4
CCOc1ccc(OCC(=O)Nc2cc3c(cc2C(=O)O)OCCCO3)cc1,-1.2,1,0,0,-5,1.1,-5,0,-7
O=C(NCc1cccs1)Nc1cc(Cl)ccc1Cl,35,1.1,-1,-10,0,1.6,-5,-7,-62
CCOc1ccc(N(CC(=O)Nc2cc(Cl)ccc2C)S(C)(=O)=O)cc1,-1.0,1,-6,0,-2,0.91,-7,2,9
COc1ccc(-n2cnc3scc(-c4ccccc4)c3c2=O)cc1,3.0,1.2,-5,-25,-3,1,-8,-2,-2
Cc1ccc(N(Cc2cc(=O)[nH]c3ccccc23)C(=O)c2ccco2)cc1,-0.4,1.1,-1,-9,-2,1,-6,0,-1
O=C(NCCc1ccccn1)c1ccc(OC2CCN(CCc3ccccc3)CC2)cc1,1.0,1.1,-3,-14,-2,1.1,-12,0,-6
CCN(CC)C(=O)c1sc(NC(=O)c2cccc([N+](=O)[O-])c2)c(C#N)c1C,40,0.83,-3,17,0,1.1,-6,-26,-11
CC(C)c1nnc(NC(=O)CSc2nc3ccccc3s2)s1,3.0,1,3,0,-2,1,0,1,-2
CSCC(=O)N1CCC(CCC(=O)NC2CC2)CC1,1.0,0.88,-4,12,1,0.95,-5,5,5
O=C(CSc1ncnc2sccc12)Nc1ccccc1F,-1.5,0.77,3,23,-3,0.85,-3,0,14
COc1ccc(C(=O)NCc2nc(C)c(C)s2)cc1OC1CCN(C(C)C)CC1,-1.4,1.1,6,-9,-2,1.1,-7,0,-6
COn1cnnc1-c1ccccc1,0.7,1,47*,-3,0,1.1,18,0,-10
O=C(c1ccccc1)c1nn(-c2ccccc2)c(=O)cc1C(F)(F)F,1.4,1.1,-3,-10,-3,0.94,-7,12*,6
CCOc1ccc(NC(=S)NC(=O)c2cncc(Br)c2)cc1,2.3,1,0,-5,-2,0.92,4,-1,8
CN1C(=O)C(Cc2cnc[nH]2)NC1=S (stereo not given),0.4,1.3,-4,-30,4,0.8,-7,-1,20
COc1ccc(S(=O)(=O)N2CCOCC2)cc1NC(=O)Cc1coc2cc(C)ccc12,-0.6,0.92,2,8,-2,0.98,-13,-4,2

# More results follow.
SMILES,MPTP block,hIAP act,A3A deaminase,hIAP block,beta cell repl,mIAP activ,APOBEC3G inh,GRIN3A LBD mod,mIAP block
Nc1nc(CSc2nc3ccccc3[nH]2)cs1,-0.8,1.2,-5,-16,0,0.95,-8,-1,5
Cc1c(C(=O)N2CCN(C(=O)c3ccccc3)CC2)oc2ccc(F)cc12,1.0,0.95,31,5,1,1.1,-1,-3,-10
CC(C)OCCCNC(=O)c1ccc(NC(=O)C2=CSCCO2)cc1,-1.4,1,1,-2,-1,1,-3,-3,-1
Cc1ccc(NC(=O)c2nnn(CC(=O)Nc3ccccc3)c2N)cc1C,1.9,1.2,4,-23,0,1,3,-6,-4
CCOC(=O)c1c(C)nc2ncccn12,12,0.99,0,1,0,1,-4,0,-2
Cc1sc(NC(=O)c2ccco2)c(CN2CCN(c3ccccc3)CC2)c1C,5.7,0.98,-4,2,-3,0.99,-7,1,1
CCOc1ccc(NC(=O)c2cc(C)nc3ccccc23)cc1,1.4,1.2,3,-16,-1,0.99,5,-1,0
CCn1cc(Cl)c(C(=O)N2N=C3/C(=C/c4cccs4)CCCC3C2c2cccs2)n1 (stereo not given),6.7,0.9,-1,10,-6,0.84,-7,-1,16
NC(=O)CN1CCN(CCN2C(=O)c3cccc4cccc(c34)C2=O)CC1,-1.8,1.2,6,-21,-1,0.94,-4,7,6
O=C1C2C3C=CC(C3=C3CCCCC3)C2C(=O)N1c1ccccc1 (stereo not given),3.5,1,-1,-3,-1,1,1,0,0
CC1CCCN(S(=O)(=O)c2ccc3oc(=O)ccc3c2)C1 (stereo not given),-1.6,1.3,0,-30,0,1,-5,-1,-3
O=C(C(Cc1ccccc1)n1cccc1)N1CCN(Cc2ccccc2)CC1 (stereo not given),1.4,1.3,-4,-25,-8,1.1,-6,-3,-9
CCN(CC)C1CC(=O)N(c2cccc(Cl)c2)C1=O (stereo not given),-0.6,0.82,-5,18,1,1,-5,0,0
Cc1cc(C)cc(-c2nnc(SCC(=O)N3CCN(C(=O)c4ccco4)CC3)o2)c1,0.1,1.3,-1,-27,-1,1,-5,-12,0
NC(=S)NC(=O)/C=C/c1ccccc1,2.4,1,0,-2,-1,1,6,-3,-5
Cc1cccc(C(=O)O)c1[N+](=O)[O-],-0.7,0.95,-6,5,-1,1,-11,0,-3
O=C1/C(=C/c2ccco2)Oc2c1ccc(O)c2CN1CCCCC1,5.8,0.99,86,1,1,0.81,72,1,19
C=CCOc1ccc(C2NC(=O)NC(C)=C2C(=O)OC)cc1 (stereo not given),-0.2,0.9,0,10,2,0.98,-1,-1,2
O=C(Nc1ccc(F)cc1)C1CC(=O)n2ncnc2N1 (stereo not given),1.2,0.97,-2,3,1,1,-4,-1,-3
C=CCN(c1ccccc1OC)S(=O)(=O)c1cccc(C(=O)OC2CCOC2=O)c1 (stereo not given),0.5,1,-1,-4,1,1.2,12,2,-16
Cn1cc(S(=O)(=O)CC(=O)N2CCCc3ccccc32)c2ccccc21,-0.3,0.8,-3,20,0,1,-3,0,-1
COC(=O)CC1=NN(c2ccc(OC)cc2)C(=O)C1,1.1,1.3,-2,-26,-1,0.95,-6,-1,4
Cc1cccc(NC(=O)NCc2ccc3[nH]c(C)cc3c2)c1,0.2,0.98,-3,2,4,1.2,-6,-4,-17
COc1ccc(-c2noc(N3CCC(C(=O)NCc4ccccc4Cl)CC3)n2)cc1,-1.3,0.85,-1,15,-3,1.2,0,-3,-22
Cc1cc(C)n(C2CCCCC2OC(=O)c2ccccc2)n1 (stereo not given),0.0,1,-3,-3,1,0.97,-7,-1,3

# As entered above:
# MPTP block result of C=CCOc1ccc(C2NC(=O)NC(C)=C2C(=O)OC)cc1 (stereo not given) stands at -0.2
# beta cell repl result of Cn1cc(S(=O)(=O)CC(=O)N2CCCc3ccccc32)c2ccccc21 stands at 0

# (cont.)
SMILES,MPTP block,hIAP act,A3A deaminase,hIAP block,beta cell repl,mIAP activ,APOBEC3G inh,GRIN3A LBD mod,mIAP block
O=C(c1cccc(S(=O)(=O)Nc2ccccc2Cl)c1)N1CCCCCC1,-0.8,0.96,5,4,-2,0.99,-2,1,1
COc1ccc(-c2nn(-c3ccccc3)cc2/C=N/NC(=O)c2ccc(Br)o2)cc1,5.9,0.99,-2,1,-4,0.94,-5,-3,6
Cc1ccc(C)c(N2CCN(C(=O)CCc3nc(-c4cccc(F)c4)no3)CC2)c1,0.6,nt,8,nt,nt,0.99,4,20*,1
CC(C)C(=O)N[C@@H]1c2ccccc2CC[C@@H]1O,-0.4,nt,6,nt,nt,0.99,3,-2,-12
Cc1c(NC(=O)Nc2cccc(F)c2)c(=O)n(-c2ccccc2)n1C,-1.4,0.92,-3,8,2,0.95,-5,2,5
CCCNC(=O)NCCc1c(C)[nH]c2ccccc12,-1.1,0.96,-2,4,0,0.94,-3,0,6
Nc1nc(N)c2c(ccc3nccc32)[nH]1,-1.7,1,2,-2,-2,1,-3,-10,-1
Cc1cccc(N=Nc2c(O)[nH]c3ccc(Br)cc23)c1,5.8,0.89,0,11,-4,0.81,-8,6,20
O=C1c2ccccc2C(=O)N1CCCCSc1nc2ccccc2o1,-3.4,0.78,-4,22,3,1,-7,4,-4
CC(C)c1ccc(O)c(NC(=S)NC(=O)c2cccnc2)c1,0.4,1.1,-3,-5,-5,0.79,-3,2,22
CCCCNS(=O)(=O)c1ccc(NC(=O)Cc2ccc(OC)cc2)cc1,0.9,0.9,0,10,-4,1.2,8,-1,-22

# Of the compounds above, nine contain an aryl methoxy group.
SMILES,MPTP block,hIAP act,A3A deaminase,hIAP block,beta cell repl,mIAP activ,APOBEC3G inh,GRIN3A LBD mod,mIAP block
COc1ccc(-c2nnc(N3CCCCC3)c3ccccc23)cc1,-1.9,1.4,-5,-36,-3,0.97,-9,-2,2
COc1ccc(-n2cnc3scc(-c4ccccc4)c3c2=O)cc1,3.0,1.2,-5,-25,-3,1,-8,-2,-2
COc1ccc(C(=O)NCc2nc(C)c(C)s2)cc1OC1CCN(C(C)C)CC1,-1.4,1.1,6,-9,-2,1.1,-7,0,-6
COc1ccc(S(=O)(=O)N2CCOCC2)cc1NC(=O)Cc1coc2cc(C)ccc12,-0.6,0.92,2,8,-2,0.98,-13,-4,2
C=CCN(c1ccccc1OC)S(=O)(=O)c1cccc(C(=O)OC2CCOC2=O)c1 (stereo not given),0.5,1,-1,-4,1,1.2,12,2,-16
COC(=O)CC1=NN(c2ccc(OC)cc2)C(=O)C1,1.1,1.3,-2,-26,-1,0.95,-6,-1,4
COc1ccc(-c2noc(N3CCC(C(=O)NCc4ccccc4Cl)CC3)n2)cc1,-1.3,0.85,-1,15,-3,1.2,0,-3,-22
COc1ccc(-c2nn(-c3ccccc3)cc2/C=N/NC(=O)c2ccc(Br)o2)cc1,5.9,0.99,-2,1,-4,0.94,-5,-3,6
CCCCNS(=O)(=O)c1ccc(NC(=O)Cc2ccc(OC)cc2)cc1,0.9,0.9,0,10,-4,1.2,8,-1,-22
